SW480 rereplic – induces DNA re-replication in SW480 colon adenocarcinoma cells. SW480 DNA re-replication, Hoechst DNA content imaging, 48 h. Potency, µM (highest dose often 46.1 µM), for the others: top-dose re-replication activation, hits mostly activators. 1.8% of 340,000 active; further: potency means the concentration at half of the fitted maximal effect; % of control where 0% means no effect; nearly all actives have a fitted effect of over 55% in size
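Per well, 250 cells were exposed to pinned compound for 48 hr. Nuclear DNA was visualised with Hoechst (40 min, 37 C) and total object intensity recorded by fluorescence scanning.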
HT1080 IDH1KD tx – HT-1080 IDH1 knockdown cell toxicity (counter line); HT-1080 IDH1 knockdown viability, ATP luminescence, 48 h; Potency, µM (titrated, usually from 46.1 µM), for inactives: at the highest dose activity, negative = toxicity, usual class: cytotoxic; 2% of 360,000 active;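 further: potency means the concentration at half of the fitted maximal effect; 0% = DMSO wells and -100% = cell-free medium wells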
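After a 2 h attachment period, IDH1KD HT-1080 cells took pin-transferred compound for 48 h at 37 °C; ATP-based luminescence after 10 min room-temperature reagent incubation reported viability.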
HT1080-NT tox – kills 2HG-producing HT-1080-NT fibrosarcoma cells; 1.6% of 360,000 active; Potency, µM (highest dose often 46.1 µM), inactives show at the highest dose activity, negative = less viability, usual class: cytotoxic; AID 686970; HT-1080-NT fibrosarcoma viability, CellTiter-Glo ATP luminescence, 48 h;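 further: NT is the 2HG producing partner of a matched IDH1 knockdown line; potency means the concentration at half of the fitted maximal effect; 0% = DMSO-treated cells and -100% = media-only wells without cells; nearly all actives have a fitted effect of over 55% in size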
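HT-1080-NT fibrosarcoma cells (2HG-overproducing), 750 cells/well in RPMI with 5% FBS, dosed after 2 h and incubated 48 h at 37C. CellTiter-Glo luminescence normalized to DMSO and no-cell wells; concentration-response curves fitted and classed.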
KB-3-1 tox – KB-3-1 parental cell cytotoxicity; Potency, µM (doses to about 46.1 µM), for inactives: at the top dose activity change, negative = cytotoxic, most hits filed as cytotoxic; 1.4% of 400,000 active; KB-3-1 viability, CellTiter-Glo ATP luminescence, 72 h; further: potency means the concentration at half of the fitted maximal effect; on the % scale 0 is the no-effect control and ±100 the full control effect; nearly all actives have a fitted effect of over 60% in size
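Here the drug-naive KB-3-1 line serves as comparator for MDR sub-line selectivity; cells received compound titrations, 72 h at 37 °C, then CellTiter-Glo readout.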
IL-1B inflam inh – blocks inflammasome-driven IL-1 beta release; THP-1 LPS/ATP IL-1B secretion, AlphaLISA, 16 h; stronger effect = lower value; activity change, % at 57.5 µM; 4.7% of 360,000 active; in the data active means activity change below about -50%; inconclusive means mostly about -30% to -49%; further: on the % scale 0 is the no-effect control and ±100 the full control effect
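Secreted IL-1B measured by AlphaLISA bead assay after 16 h compound exposure of THP-1 cells; compounds (final up to 57.5 uM) added 1 h before LPS (250 ng/mL) and ATP (1.25 mM) stimulation; lower signal means less secretion.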
MCF10A rerep – induces DNA re-replication in MCF 10a normal breast cells. MCF 10A DNA re-replication, Hoechst nuclear intensity, 48 h. Potency, µM (top dose mostly 46.1 µM), for the others: at the highest dose activity, positive = re-replication, actives largely listed as activators. 2.9% of 350,000 active. AID 624296; further: potency means the concentration at half of the fitted maximal effect; % of control where 0% means no effect; nearly all actives have a fitted effect of over 50% in size
GLP1R cytotox – cytotoxicity in counter-screen for GLP-1R inverse agonists. HEK293 cAMP-luciferase reporter cells, luminescence, 24 h. Potency, µM (titrated, usually from 38.3 µM), for the others: top-dose activity change, negative = inhibition, actives largely listed as inhibitors. AID 624418. 0.13% of 410,000 active;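 further: loss of luciferase light is scored as toxicity; potency means the concentration at half of the fitted maximal effect; on the % scale 0 is the no-effect control and ±100 the full control effect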
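MLSMR compounds, 24 hr on cells at 37 deg C/5% CO2; luminescence after luciferase reagent (12 min RT). Inhibition counted as the undesired cytotoxic outcome.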
KB-V1 cytotox – kills drug-selected multidrug resistant KB-V1 cells. 3.4% of 400,000 active. Potency, µM (highest dose often 46.1 µM), without a hit: at the highest dose activity change, negative = cytotoxicity, actives largely listed as cytotoxic. AID 1347076. KB-V1 MDR cells viability, CellTiter-Glo, 72 h; further: potency means the concentration at half of the fitted maximal effect; on the % scale 0 is the no-effect control and ±100 the full control effect; nearly all actives have a fitted effect of over 60% in size
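Cytotoxicity via CellTiter-Glo luminescence after 72 h compound exposure at 37 degrees C. Cells: drug-selected KB-V1 line, DMEM phenol-red free plus 10% FBS. Compounds tested at multiple concentrations; normalized data fitted to concentration-effect curves.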
DRD3 agonist – D3 dopamine receptor (human) agonism. D3R DiscoveRx beta-arrestin cells, luminescence, 90 min. max activation, %. 0.58% of 410,000 active; in the data active means max activation above about 30%; further: 0% is about no effect; mostly tested at two doses, the higher about 12 µM
Target sequence (P35462 whole entry, looked up): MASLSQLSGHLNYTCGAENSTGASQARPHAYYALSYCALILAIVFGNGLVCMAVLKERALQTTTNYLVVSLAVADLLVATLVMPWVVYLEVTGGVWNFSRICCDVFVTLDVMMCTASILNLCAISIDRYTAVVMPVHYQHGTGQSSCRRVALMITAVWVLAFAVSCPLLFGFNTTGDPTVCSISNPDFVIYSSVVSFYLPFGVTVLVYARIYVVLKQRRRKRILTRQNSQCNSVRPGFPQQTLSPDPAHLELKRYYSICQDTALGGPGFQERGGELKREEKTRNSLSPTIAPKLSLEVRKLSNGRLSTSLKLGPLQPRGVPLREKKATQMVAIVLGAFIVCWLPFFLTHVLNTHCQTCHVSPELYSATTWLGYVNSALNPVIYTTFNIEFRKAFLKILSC
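Cells at 1500/well, incubated overnight, then treated with pinned compounds (dopamine as control) for 90 min at 37 degrees C. DiscoveRx reagent added for 30 - 60 minutes at room temperature; luminescence read.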
* = called active by the depositor; ? = inconclusive; / = not tested or not shown; [ ] = remark or other dose. Unless noted, the call rests on the fitted dose curve; in most records, active means well fitted curve in the direction sought with a large enough effect; inconclusive means small, poorly fitted or top-dose-only effect, or another doubt; inactive means no such curve, though single readings can be large; an effect the other way counts as inactive or inconclusive.

Value order: HT1080 IDH1KD tx | KB-3-1 tox | IL-1B inflam inh | DRD3 agonist | MCF10A rerep | SW480 rereplic | GLP1R cytotox | KB-V1 cytotox | HT1080-NT tox
COc1cccc(N/C=C/C(=O)c2ccc(C)cc2)c1
    -23% | -2% | -4 | -1 | -2% | 2% | -4% | 12% | -19%
CCn1c(C)cc(C(=O)CSc2nnc(-c3ccco3)o2)c1C
    -5% | 7% | ? | -2 | 21% | 6.5µM* | -8% | ? | -9%
Cc1ccn2c(CC(C)(C)C)c(-c3ccc(F)cc3)nc2c1
    6% | 13% | 11 | -2 | / | / | -11% | -4% | 10%
Cc1ccc(/C=C/C(=O)Nc2ccc([N+](=O)[O-])c(NC(=O)/C=C/c3ccc(C)o3)c2)o1
    ? | -4% | 0 | -5 | ? | -131%[inhibitor] | 9% | -11% | ?
CCOc1ccc(C(=O)Nc2c3c(nn2-c2cccc(Cl)c2)CS(=O)C3)cc1 (stereo unspecified)
    -20% | 0% | -11 | -21 | -5% | 0% | -13% | -6% | 0%[9.24 µM]
CC(C)[C@H](NS(=O)(=O)c1ccc2c(c1)OCCO2)C(=O)OCC(=O)Nc1cc(Cl)ccc1Cl
    -4% | 4% | 30 | -8 | ? | -1% | -31% | -20% | -7%
CC(C)N(C(=O)CSc1nnnn1C1CCCC1)C(C)C
    3% | 2% | -7 | 3 | -1% | -1% | -1% | 13µM* | 5%
COc1ccc(/C=C/C(=O)c2cc(Cl)cc(Cl)c2O)c(OC)c1
    0% | -16% | -13 | 8 | 6% | -72%[inhibitor] | -8% | 0% | 19%
CCC(OC(=O)c1nsc(Cl)c1Cl)C(=O)NCCc1ccccc1 (stereo unspecified)
    0% | ? | 5 | 1 | -4% | -10% | -5% | 6% | 2%
CCCCCOc1ccccc1C(=O)NCCC(=O)O
    6% | 3% | 0 | 9 | 3% | 3% | 3% | -7% | -1%

4 compounds already listed, arranged by heavy-atom count, rising.
Value order: HT1080 IDH1KD tx | KB-3-1 tox | IL-1B inflam inh | DRD3 agonist | MCF10A rerep | SW480 rereplic | GLP1R cytotox | KB-V1 cytotox | HT1080-NT tox
COc1cccc(N/C=C/C(=O)c2ccc(C)cc2)c1
    -23% | -2% | -4 | -1 | -2% | 2% | -4% | 12% | -19%
COc1ccc(/C=C/C(=O)c2cc(Cl)cc(Cl)c2O)c(OC)c1
    0% | -16% | -13 | 8 | 6% | -72%[inhibitor] | -8% | 0% | 19%
Cc1ccc(/C=C/C(=O)Nc2ccc([N+](=O)[O-])c(NC(=O)/C=C/c3ccc(C)o3)c2)o1
    ? | -4% | 0 | -5 | ? | -131%[inhibitor] | 9% | -11% | ?
CC(C)[C@H](NS(=O)(=O)c1ccc2c(c1)OCCO2)C(=O)OCC(=O)Nc1cc(Cl)ccc1Cl
    -4% | 4% | 30 | -8 | ? | -1% | -31% | -20% | -7%

Next entries.
Value order: HT1080 IDH1KD tx | KB-3-1 tox | IL-1B inflam inh | DRD3 agonist | MCF10A rerep | SW480 rereplic | GLP1R cytotox | KB-V1 cytotox | HT1080-NT tox
Cc1ccc(C(=O)CC2(O)C(=O)Nc3ccccc32)s1 (stereo unspecified)
    -2% | -15% | -29 | -7 | 1% | 0% | -5% | -8% | -1%
O=C(Nc1nnc(C2=COCCO2)o1)c1ccc(F)cc1
    -20% | 1% | -1 | -13 | -2% | ? | ? | -13% | 0%
Cc1cc2oc(C(=O)N3CCN(CCc4ccccn4)CC3)c(C)c2cc1C
    -3% | 0% | -21 | 0 | -4% | 2% | 3% | -6% | -10%
Cc1ccc(-c2cc(-c3cccc(F)c3)n[nH]2)c(O)c1
    ? | -12% | -12 | 1 | ? | 9% | -1% | 0% | ?
Cc1cc(NC(=O)COC(=O)C2CC2)ccc1Br
    -9% | 11% | -20 | 2 | -9% | 8% | 2% | 5% | 2%
Cc1ccccc1Oc1ccc2c(c1)[C@@H]1C[C@H](N(C)C(=O)c3cccnc3)[C@H]([C@H](C)O)C(=O)N1CC2
    2% | 13% | -14 | 5 | / | / | -7% | ? | 4%
Cc1ccc(S(=O)(=O)N2CCC(C(=O)OCC(=O)NCc3cccc(Cl)c3)CC2)cc1C
    0% | -4% | 6 | 7 | -7% | -3% | -6% | 20% | 0%
C[C@H]1CN([C@@H](C)CO)C(=O)CCCn2cc(nn2)CO[C@@H]1CN(C)C(=O)Nc1cccc(C(F)(F)F)c1
    10% | 10% | 36 | 2 | / | / | 3% | -7% | 11%
CCOC(CNC(=O)C1CCN(S(=O)(=O)c2ccc3nc4c(c(C(=O)O)c3c2)CCCCC4)CC1)OCC
    7% | 3% | 3 | 4 | -1% | -4% | 8% | ? | 3%
CCN(CC)P(=O)(Nc1ccc(Br)cc1)c1c(C)nn(CCC#N)c1NC(=O)c1ccc(Cl)cc1 (stereo unspecified)
    -2% | 0% | -19 | 2 | 18% | 4% | -13% | -18% | -2%
CCCOc1ccc2c(C)c(CC(=O)OC)c(=O)oc2c1
    -1% | ? | -18 | -1 | 2% | -1% | 4% | ? | 5%
Cc1ccc(C(=O)NC(=S)Nc2nc(-c3cccc([N+](=O)[O-])c3)cs2)c(Cl)c1
    20% | -26% | 4 | 5 | ? | 2% | 6% | ? | 9%
Cc1c(NC(=O)c2ccccc2)c(=O)n(-c2ccccc2)n1C
    2% | 1% | 25 | 8 | 1% | -6% | 1% | 10% | 13%
Cc1ccc(/C=N/NC(=O)c2ccc3nc[nH]c3c2)o1
    19% | -4% | -9 | 0 | 0% | -5% | -12% | 20% | 17%
Cc1[nH]c(C)c(S(=O)(=O)N2CCN(c3cccc(C(F)(F)F)c3)CC2)c1C(=O)N1CCCC1
    -15% | ? | -2 | 22 | 8% | -15% | 4% | 17% | 3%
Cc1cccc2cc3c(N)c(C(=O)N4CCCc5ccccc54)sc3nc12
    2.3µM* | ? | -17 | -6 | 1.3µM* | 5.2µM* | 13% | ? | 3.3µM*
CCOC(=O)C1=C(CSc2nc(-c3ccncc3)ccc2C#N)OC(N)=C(C#N)C1c1cccnc1 (stereo unspecified)
    8% | -3% | ? | 1 | ? | -5% | 0% | ? | 16%
CCOC(=O)N1CCN(S(=O)(=O)c2cc(Br)cc3c2N(C(=O)CC)CC3)CC1
    4% | 10% | 36 | -1 | -2% | -7% | -3% | 0% | 9%
CCC(Sc1nc2cc3c(cc2c(=O)n1Cc1ccco1)OCO3)C(=O)Nc1ccccc1OC (stereo unspecified)
    -3% | -23% | -22 | 0 | -1% | -5% | 3% | -21% | -14%
CCCCn1nnnc1C1(C)CCC(=O)N1c1ccc(N2CCOCC2)cc1 (stereo unspecified)
    0% | 2% | -1 | 1 | / | / | -11% | ? | 11%

Reprinted at random: two compounds from above, in no set order.
Value order: HT1080 IDH1KD tx | KB-3-1 tox | IL-1B inflam inh | DRD3 agonist | MCF10A rerep | SW480 rereplic | GLP1R cytotox | KB-V1 cytotox | HT1080-NT tox
Cc1c(NC(=O)c2ccccc2)c(=O)n(-c2ccccc2)n1C
    2% | 1% | 25 | 8 | 1% | -6% | 1% | 10% | 13%
CCCOc1ccc2c(C)c(CC(=O)OC)c(=O)oc2c1
    -1% | ? | -18 | -1 | 2% | -1% | 4% | ? | 5%

Carrying on.
Value order: HT1080 IDH1KD tx | KB-3-1 tox | IL-1B inflam inh | DRD3 agonist | MCF10A rerep | SW480 rereplic | GLP1R cytotox | KB-V1 cytotox | HT1080-NT tox
Cc1cccc(C)c1NC(=O)NS(=O)(=O)c1ccccc1
    3% | 22% | 31 | 6 | / | / | 5% | 19% | 6%
CCOC(=O)C1(CCOC)CCCCC1=O (stereo unspecified)
    5% | 0% | -1 | -6 | / | / | 0% | 14% | 4%
CCC(C(=O)OCC(=O)Nc1cccc(C(C)=O)c1)c1ccccc1 (stereo unspecified)
    -1% | -4% | 16 | 1 | 4% | -4% | 1% | 4% | 10%
Cc1nc(Cc2nnc(SCC(=O)Nc3c(C)cccc3C)o2)cs1
    -4% | 0% | 3 | -14 | 7% | ? | 0% | ? | 2%
Cc1cc(C(C)(C)C)ccc1OCCn1ccnc1
    -3% | -17% | 29 | 2 | ? | 0% | -17% | ? | -3%
COc1ccc(C(N)=O)cc1NC(=O)CC(O)(C(F)(F)F)C(F)(F)F
    0%[9.24 µM] | 8% | ? | 8 | -3% | -1% | 2% | 11% | 2%
Cc1ccc(OCc2n[nH]c(=S)n2-c2ccc(Cl)cc2)cc1
    0% | -2% | 4 | -10 | 11% | 3%[9.22 µM] | -1% | -8% | -8%
CC(=O)c1ccc(NC(=O)CSc2nc3[nH]ncc3c(=O)[nH]2)cc1
    6% | -4% | 18 | 5 | -1% | -1% | -2% | ? | 0%
CCN(CC)C(=O)Oc1ccccc1NC(C)=O
    -10% | -2% | 5 | 0 | 3% | 0% | -1% | 1% | -7%
O=C(CN1CCN(C(=O)c2cccc(-n3cnnn3)c2)CC1)Nc1ccccc1Cl
    17% | -1% | 2 | 4 | 3% | -3% | -14% | 3% | 9%
O=C(Cn1cc[n+](Cc2ccccc2)c1)c1ccc([N+](=O)[O-])cc1
    -2% | ? | -72* | -17 | 1% | 2% | -9% | 0% | ?
COc1ccc2[nH]c(C(=O)N3CCC(Cc4ccccc4)CC3)cc2c1
    -13% | -26% | 21 | 10 | 10% | -1% | 10% | -10% | -2%
COc1ccc(C(=O)NCC(=O)OCc2c(Cl)cccc2Cl)cc1OC
    2% | -4% | -7 | -4 | ? | -55%[inhibitor] | -1% | -6% | 12%

Source: PubChem (National Center for Advancing Translational Sciences (NCATS))
